TDP1 cell CPT: growth inhibition of DT40 Tdp1-/-;hTDP1 cells with camptothecin (screen for TDP1 inhibitors); chicken DT40 Tdp1-/-;hTDP1 cells + 20 nM CPT, ATP luminescence, 48 h; Potency, µM (titrated, usually from 46.2 µM), inactives show top-dose activity change, negative = growth inhibition, most hits filed as inhibitors; 420,000 tested, 12% active; further: nearly all actives have a fitted effect of over 55% in size
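Chicken DT40 Tdp1-/- cells stably complemented with human TDP1 were seeded at 400 cells/well in medium containing 20 nM camptothecin, exposed to pin-transferred compounds, and grown at 37 °C for at least 48 hr. Viability was read as ATP luminescence.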
GCN5L2 inh: blocks human GCN5L2 histone acetyltransferase | Q92830 | GCN5L2 HAT assay, ThioGlo1 CoA-SH fluorescence | Potency, µM (top dose mostly 58.9 µM), for the others: top-dose activity change, negative = inhibition, most hits filed as inhibitors | 390,000 tested, 0.21% active | AID 504327
Target sequence (Q92830 whole entry, looked up): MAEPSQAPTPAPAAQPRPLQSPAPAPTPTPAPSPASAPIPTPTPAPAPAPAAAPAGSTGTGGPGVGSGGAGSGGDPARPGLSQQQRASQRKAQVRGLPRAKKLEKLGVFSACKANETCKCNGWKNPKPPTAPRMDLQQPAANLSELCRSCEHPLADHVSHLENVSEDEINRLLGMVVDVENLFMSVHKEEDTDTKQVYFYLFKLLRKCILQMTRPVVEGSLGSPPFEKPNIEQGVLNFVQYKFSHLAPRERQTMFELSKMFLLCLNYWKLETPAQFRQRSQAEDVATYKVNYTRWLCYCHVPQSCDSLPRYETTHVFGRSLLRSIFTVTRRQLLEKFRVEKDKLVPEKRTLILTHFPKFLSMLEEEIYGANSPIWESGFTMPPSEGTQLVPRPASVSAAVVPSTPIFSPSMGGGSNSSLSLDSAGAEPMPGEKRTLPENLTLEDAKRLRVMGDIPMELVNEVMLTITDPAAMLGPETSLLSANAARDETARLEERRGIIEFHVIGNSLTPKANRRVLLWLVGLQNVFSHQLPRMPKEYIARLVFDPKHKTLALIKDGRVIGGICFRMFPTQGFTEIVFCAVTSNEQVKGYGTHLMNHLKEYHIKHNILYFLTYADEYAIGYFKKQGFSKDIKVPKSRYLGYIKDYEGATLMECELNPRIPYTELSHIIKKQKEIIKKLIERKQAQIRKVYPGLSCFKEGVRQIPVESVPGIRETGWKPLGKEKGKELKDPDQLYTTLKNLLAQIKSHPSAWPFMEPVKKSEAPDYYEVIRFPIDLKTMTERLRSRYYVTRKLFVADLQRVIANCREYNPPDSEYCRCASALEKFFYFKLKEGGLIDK
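Preincubate 20nM GCN5L2 with compound 15 min, RT → add 50uM ThioGlo1 + 75uM H3(1-25) + 70uM acetyl-CoA → read fluorescence 0 and 20 min. Primary qHTS; fluorescent artifacts likely.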
TDP1 cell noCPT: qHTS for Inhibitors of human tyrosyl-DNA phosphodiesterase 1 (TDP1): qHTS in cells in absence of CPT | Potency, µM (highest dose often 46.2 µM), for the others: top-dose activity change, negative = growth inhibition, actives largely listed as inhibitors | 420,000 tested, 15% active | DT40 Tdp1-/- hTDP1 cells, no CPT, ATP luminescence, 48 h; further: nearly all actives have a fitted effect of over 55% in size
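Seeded 400 DT40-hTDP1 cells/well (vehicle DMSO, no 20 nM CPT); pinned compounds; ≥48 hr at 37 °C; CellTiter-Glo luminescence as viability measure.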
* marks the source's active call; other numbers are inactive results; ? = inconclusive; . = no result given. The call rests on the fitted dose curve; in most records, active means well fitted curve in the direction sought with a large enough effect; inconclusive means small, poorly fitted or top-dose-only effect, or another doubt; inactive means no such curve, though single readings can be large; an effect the other way counts as inactive or inconclusive. On the % scale 0 is the no-effect control and ±100 the full control effect; potency means the concentration at half of the fitted maximal effect.

| Molecule | TDP1 cell CPT | GCN5L2 inh | TDP1 cell noCPT |
| --- | --- | --- | --- |
| CCOC(=O)CSC(C)C(=O)Nc1nnc(C(C)C)s1 (stereo not given) | -1% | -2% | 1% |
| CC(C)(C)C(=O)CN1C2=NCCCN2c2ccccc21 | -1% | -2% | 9% |
| COc1ccccc1CNC(=O)CSc1nn2c(=O)c(C(C)(C)C)nnc2s1 | ? | 1% | ? |
| O=c1c2cn[nH]c2[nH]c(=S)n1-c1ccccc1F | 0% | -6% | 0% |
| COc1ccc(NC(=S)N(Cc2ccc(N(C)C)cc2)Cc2ccco2)cc1 | 2% | -9% | ? |
| CC(C)c1nc2ccc(C(=O)NCCCN3CCN(c4ccccc4)CC3)cc2o1 | ? | 12% | ? |
| COc1cccc(-c2ccc3c(c2)N(Cc2ccc(F)cc2)C(=O)C(C)S3)c1 (stereo not given) | -5% | . | -23% |
| COc1cccc(OC)c1NC(=O)CN1CCN(C)CC1 | -10% | 25% | -17% |
| Cc1ccc(SCC(=O)NCCSC(C)(C)C)cc1 | -13% | -3% | -26% |
| COc1ccc(OC)c(-c2cc(C(=O)NCc3ccco3)no2)c1 | ? | -8% | ? |
| O=C(COC(=O)c1c(F)cccc1Cl)NC(=O)Nc1ccc2c(c1)OCCO2 | -11% | -1% | -25% |
| O=C(NC1CCCCCCC1)c1c(O)c2ccccc2[nH]c1=O | ? | -4% | -21% |
| Nc1cc(=O)[nH]c(SCC(=O)Nc2cc(S(=O)(=O)N3CCOCC3)ccc2Cl)n1 | -2% | -4% | -15% |
| Cc1ccc(NC(=O)N2CCOCC2)c(C)c1 | -10% | 2% | 0% |
| CC(=O)Nc1ccc(SC(Sc2ccc(NC(C)=O)cc2)c2ccccc2)cc1 | -2% | . | -21% |
| N#Cc1ccc(S(=O)(=O)N2CCc3[nH]c4ccc(F)cc4c3C2)cc1 | ? | ? | ? |
| COc1cccc(/C=C/c2nc(C#N)c(N3CCN(C)CC3)o2)c1 | 23µM* | -12% | 23µM* |
| CC(C)C(=O)Nc1ccc(NC(=S)NC(=O)c2cc3ccccc3o2)cc1 | 11% | -7% | 1% |
| CC(C)(C)S(=O)(=O)c1cnc(-c2ccc(Cl)cc2)nc1N | 2% | -1% | -24% |
| COc1ccc(NC(=O)c2sc3nc(N4CCOCC4)c4c(c3c2N)CCCC4)cc1 | 5% | . | -21% |
| CCc1ccc(S(=O)(=O)c2nnn3c2nc(N2CCOCC2)c2sccc23)cc1 | -9% | -6% | 1% |
| CC(=O)Nc1ccc(N2C(=O)CC(N3CCSCC3)C2=O)cc1 (stereo not given) | -2% | 11% | 14% |
| Cc1ccnc(NC(=O)c2ccc(Cl)c(S(=O)(=O)N3CCCCC3)c2)c1 | -25% | -1% | ? |
| COc1ccc(Nc2nc(N)nc(CN3CCN(c4ccccn4)CC3)n2)cc1 | -14% | . | ? |
| Cc1csc(NC(=O)CSc2nnc(NC(=O)C3CC(=O)N(c4ccccc4)C3)s2)n1 (stereo not given) | -2% | 2% | -19% |

A different layout for part of the listing above:
Values run as follows: TDP1 cell CPT	GCN5L2 inh	TDP1 cell noCPT
CCOC(=O)CSC(C)C(=O)Nc1nnc(C(C)C)s1 (stereo not given)
→ -1%	-2%	1%
CC(C)(C)C(=O)CN1C2=NCCCN2c2ccccc21
→ -1%	-2%	9%
COc1ccccc1CNC(=O)CSc1nn2c(=O)c(C(C)(C)C)nnc2s1
→ ?	1%	?
O=c1c2cn[nH]c2[nH]c(=S)n1-c1ccccc1F
→ 0%	-6%	0%
COc1ccc(NC(=S)N(Cc2ccc(N(C)C)cc2)Cc2ccco2)cc1
→ 2%	-9%	?
CC(C)c1nc2ccc(C(=O)NCCCN3CCN(c4ccccc4)CC3)cc2o1
→ ?	12%	?
COc1cccc(-c2ccc3c(c2)N(Cc2ccc(F)cc2)C(=O)C(C)S3)c1 (stereo not given)
→ -5%	.	-23%
COc1cccc(OC)c1NC(=O)CN1CCN(C)CC1
→ -10%	25%	-17%
Cc1ccc(SCC(=O)NCCSC(C)(C)C)cc1
→ -13%	-3%	-26%
COc1ccc(OC)c(-c2cc(C(=O)NCc3ccco3)no2)c1
→ ?	-8%	?
O=C(COC(=O)c1c(F)cccc1Cl)NC(=O)Nc1ccc2c(c1)OCCO2
→ -11%	-1%	-25%
O=C(NC1CCCCCCC1)c1c(O)c2ccccc2[nH]c1=O
→ ?	-4%	-21%
Nc1cc(=O)[nH]c(SCC(=O)Nc2cc(S(=O)(=O)N3CCOCC3)ccc2Cl)n1
→ -2%	-4%	-15%
Cc1ccc(NC(=O)N2CCOCC2)c(C)c1
→ -10%	2%	0%
CC(=O)Nc1ccc(SC(Sc2ccc(NC(C)=O)cc2)c2ccccc2)cc1
→ -2%	.	-21%
N#Cc1ccc(S(=O)(=O)N2CCc3[nH]c4ccc(F)cc4c3C2)cc1
→ ?	?	?
COc1cccc(/C=C/c2nc(C#N)c(N3CCN(C)CC3)o2)c1
→ 23µM*	-12%	23µM*
CC(C)C(=O)Nc1ccc(NC(=S)NC(=O)c2cc3ccccc3o2)cc1
→ 11%	-7%	1%
CC(C)(C)S(=O)(=O)c1cnc(-c2ccc(Cl)cc2)nc1N
→ 2%	-1%	-24%
COc1ccc(NC(=O)c2sc3nc(N4CCOCC4)c4c(c3c2N)CCCC4)cc1
→ 5%	.	-21%
CCc1ccc(S(=O)(=O)c2nnn3c2nc(N2CCOCC2)c2sccc23)cc1
→ -9%	-6%	1%
CC(=O)Nc1ccc(N2C(=O)CC(N3CCSCC3)C2=O)cc1 (stereo not given)
→ -2%	11%	14%
Cc1ccnc(NC(=O)c2ccc(Cl)c(S(=O)(=O)N3CCCCC3)c2)c1
→ -25%	-1%	?
COc1ccc(Nc2nc(N)nc(CN3CCN(c4ccccn4)CC3)n2)cc1
→ -14%	.	?
Cc1csc(NC(=O)CSc2nnc(NC(=O)C3CC(=O)N(c4ccccc4)C3)s2)n1 (stereo not given)
→ -2%	2%	-19%

Rewritten with two lines to a compound: entries from further up
Order of values – TDP1 cell CPT, GCN5L2 inh, TDP1 cell noCPT
> COc1cccc(OC)c1NC(=O)CN1CCN(C)CC1
  -10%, 25%, -17%
> Cc1ccc(SCC(=O)NCCSC(C)(C)C)cc1
  -13%, -3%, -26%
> COc1ccc(OC)c(-c2cc(C(=O)NCc3ccco3)no2)c1
  ?, -8%, ?
> O=C(COC(=O)c1c(F)cccc1Cl)NC(=O)Nc1ccc2c(c1)OCCO2
  -11%, -1%, -25%

The list goes on:
| Molecule | TDP1 cell CPT | GCN5L2 inh | TDP1 cell noCPT |
| --- | --- | --- | --- |
| CCN(CC)C(=O)Cn1cc(S(=O)(=O)CC(=O)Nc2cc(OC)ccc2OC)c2ccccc21 | -19% | -6% | -12% |
| O=C(Nc1cccc(S(=O)(=O)N2CCCC2)c1)c1cccc(S(=O)(=O)N2CCOCC2)c1 | ? | 3% | ? |
| CN(C)CCn1c2c(c(SCC(=O)Nc3ccccc3)nc1=O)CCCC2 | -15% | -5% | -17% |
| O=C(Nc1ccc(N2CCOCC2)cc1)c1ccc([N+](=O)[O-])cc1 | 12% | -6% | -24% |
| Cc1cc(C)c2c(=O)n(CC(=O)Nc3ccc(Cl)cc3)sc2n1 | 4.1µM* | ? | 2.6µM* |
| COCc1cc(=O)[nH]c(-c2ccccc2OC(F)(F)F)n1 | 7% | -1% | -6% |
| O=C(NCC1CCCO1)c1cccs1 (stereo not given) | 1% | -2% | 9% |
| CCCn1c(O)c(N=NC(=O)c2cccnc2)c2cc(Br)ccc21 | 16µM* | -9% | ? |
| Cc1ccc(OCC(=O)Nc2ccc(N3CCN(S(C)(=O)=O)CC3)cc2)cc1 | 3% | 0% | -22% |
| CCOc1ccc(N2CC(NC(=O)/C=C\c3ccc4c(c3)OCO4)CC2=O)cc1 (stereo not given) | -17% | 0% | 2% |
| CCc1ccc(N(CC(=O)NC2CCCC2)C(=O)CCC(=O)Nc2ccccn2)cc1 | 10% | 0% | -13% |
| CCOc1cc(C(=O)N/N=C/c2ccsc2)cc(OCC)c1OCC | ? | -3% | -97% |
| CC(C)NC(=O)CCNC(=O)c1ccc(F)cc1 | -11% | 1% | 0% |
| COc1ccc(C2=NNC(=O)C2(C)Br)cc1 (stereo not given) | -19% | . | ? |
| O=S(=O)(ON(c1ccccc1)S(=O)(=O)c1ccccc1)c1ccccc1 | 4% | 1% | -28% |
| CN(C(=O)c1cccc(NC(=O)Cc2cccc(NC(=O)C3CCN(C(=O)C4CCCCC4)CC3)c2)c1)C1CC1 | -12% | . | -12% |
| O=C(NCC1CCCCC1)c1ccc(=O)[nH]c1 | 7% | -1% | -1% |
| CC(C)CC(=O)NC(=S)Nc1ccc(NC(=O)c2cccs2)cc1 | -19% | 2% | -16% |
| COc1ccc(CNC(=O)CSc2nnnn2-c2ccc(O)cc2)cc1 | ? | -4% | ? |
| CCOC(=O)N1CCC(NC(=O)CS(=O)(=O)Cc2nc(-c3cccc(Cl)c3)oc2C)CC1 | -13% | 0% | -22% |
| COc1ccc(S(=O)(=O)N[C@@H](CSCc2ccccc2)C(=O)O)cc1 | 5% | -1% | 11% |
| Cc1ccc(CNC(=O)c2ccccc2CCc2ccccc2)cc1 | -19% | -7% | -10% |
| CC1CCC(NC(=O)CN2C(=O)NC(C)(C)C2=O)CC1 (stereo not given) | -9% | -6% | 3% |
| CC1=CC(=C2N=C(c3ccccc3)OC2=O)C=C(C)O1 | -18% | -5% | -28% |
| CC(C)(C)c1ccc(OCCC(=O)Nc2cccc(S(=O)(=O)NC3=NCCCCC3)c2)cc1 | 23µM* | -13% | 23µM* |
| S=C(NNc1cccc(Cl)c1)NC1CCCCC1 | ? | -6% | ? |
| Cc1ccc(NC(=O)C2OCCc3ccccc32)cc1 (stereo not given) | 1% | -18% | -9% |
| O=C1COc2ccc(C(=O)COC(=O)CCSc3ccccc3)cc2N1 | 7% | -10% | -11% |
| CCOC(=O)C1CCC(=O)N1Cc1c[nH]c2ccccc12 (stereo not given) | -6% | . | -10% |
| CN(CC(=O)N1CCOCC1)S(=O)(=O)c1cc(Cl)ccc1Cl | -3% | 1% | -1% |
| CC(C)C[C@H]1CN(CCCC[C@H]2CNC(=O)C(=O)N2CCc2ccccc2)C(=O)C(=O)N1CCc1ccccc1 | -14% | . | -14% |
| O=C(O)CCCC(=O)Nc1ccccc1-n1ccnc1 | 0% | 0% | 1% |
| [O-][N+](=NC1C=Cc2ccccc21)C1C=Cc2ccccc21 (stereo not given) | -5% | . | -16% |
| O=C(COC(=O)c1ccc(S(=O)(=O)N2CCOCC2)cc1)Nc1ccccc1OC(F)F | -8% | -1% | -16% |
| COc1ccc(Cl)cc1NC(=O)CN(C)C(=O)CCc1nc2ccccc2c(=O)[nH]1 | ? | 1% | -21% |
| O=C(NC1CC1)C1CCN(C2CCN(C(=O)/C=C/c3cccc(F)c3F)CC2)CC1 | 0% | -1% | -10% |
| CN1C=CC=C/C1=C1\SC(=S)N(C2CCCCC2)C1=O | -5% | -17% | -2% |
| COCCNC(=O)C(c1ccc(Cl)cc1)N(C(=O)Cn1nnc2ccccc21)c1cccnc1 (stereo not given) | -11% | -7% | -14% |
| Cc1cc(C)nc(NS(=O)(=O)c2ccc(NC(=O)Cn3c(=O)oc4ccccc43)cc2)n1 | -4% | -8% | 1% |
| Cc1c(C)c2ccc(O[C@@H]3O[C@H](CO)[C@H](O)[C@H](O)[C@H]3O)c(C)c2oc1=O | 6% | 4% | -10% |
| C#CCN(C[C@@H]1[C@@H](OC(=O)NCc2ccco2)[C@@H](OC(=O)NCc2ccco2)Cn2c(=O)n(CCCCCC)c(=O)n21)S(=O)(=O)c1ccc(C)cc1 | 15µM* | . | 9.2µM* |
| CCn1c(SCC(=O)N/N=C/c2ccccc2OCC(=O)O)nnc1-c1ccccc1 | 0% | -9% | 11% |
| CCNC(=S)NN=C1CCC(C(C)(C)C)CC1 (stereo not given) | ? | 0% | 18µM* |
| CCOC(=O)c1ccc(-n2ccnc2)c(NC(=O)c2ccc(Cl)cc2)c1 | 5% | 2% | -26% |
| Cc1ccc2cc(CCNC(=O)c3ccc4c(c3)OCO4)c(=O)[nH]c2c1 | ? | -4% | ? |
| COc1ccc(Cc2nnc(Nc3ccc(Cl)cc3)[nH]c2=O)cc1 | -23% | -24% | -26% |
| Cc1cc(=O)n(CCc2ccccc2)c(O)c1C#N | -15% | -1% | -9% |
| O=C(NCCN1CCOCC1)C(=O)NCC1OCCCN1S(=O)(=O)c1cc(F)ccc1F (stereo not given) | -14% | 2% | 21% |
| Cc1ccnc(NC(=O)c2ccc(N3C(=O)CCC3=O)cc2)c1 | 4% | -3% | 0% |
| Cc1cc(C)c2oc(C(=O)N(Cc3ccccc3)c3ccccn3)cc(=O)c2c1 | -3% | 0% | -22% |
| Cc1cc2n(c(=O)c1C#N)CCCN2c1cccc(Cl)c1 | -23% | -7% | -27% |
